# GCN5L2 inh = GCN5L2 (KAT2A) acetyltransferase inhibition. Q92830. GCN5L2 HAT assay, ThioGlo1 CoA-SH fluorescence. 390,000 compounds, 0.21% hits. Potency, µM (top dose mostly 58.9 µM), for inactives: top-dose activity change, negative = inhibition, actives largely listed as inhibitors
#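 Preincubate 20nM GCN5L2 with compound 15 min, RT → add 50uM ThioGlo1 + 75uM H3(1-25) + 70uM acetyl-CoA → read fluorescence 0 and 20 min. Primary qHTS; fluorescent artifacts likely.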
# FEN1 inh = inhibitors of human flap endonuclease 1. Potency, µM (titrated, usually from 114 µM), for the others: at the highest dose activity change, negative = inhibition, hits mostly inhibitors. AID 588795. 390,000 compounds, 0.35% hits. Recombinant FEN1 flap cleavage, fluorescence, 15 min. P39748; note: nearly all actives have a fitted effect of over 65% in size
# Target sequence (P39748 whole entry, looked up): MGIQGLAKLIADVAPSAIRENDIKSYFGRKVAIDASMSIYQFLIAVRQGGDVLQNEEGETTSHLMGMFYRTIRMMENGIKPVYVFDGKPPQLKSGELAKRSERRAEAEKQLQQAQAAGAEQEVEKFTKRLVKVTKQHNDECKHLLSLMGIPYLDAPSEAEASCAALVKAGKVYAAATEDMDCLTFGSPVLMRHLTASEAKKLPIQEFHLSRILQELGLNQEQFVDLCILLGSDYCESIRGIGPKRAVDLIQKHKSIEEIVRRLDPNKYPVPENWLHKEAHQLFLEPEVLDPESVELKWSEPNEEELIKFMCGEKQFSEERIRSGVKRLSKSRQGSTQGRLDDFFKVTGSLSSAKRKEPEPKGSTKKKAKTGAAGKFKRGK
#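 In this screen, 50 nM flap DNA substrate was added to 10 nM FEN1 pretreated with compound for 15 min at room temperature; cleavage was followed with reads at 0 and 15 min, and Hill fitting gave concentration–response parameters.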
# N370S GC mod = inhibitors or activators of N370S glucocerebrosidase for Gaucher disease. P04062. N370S GC spleen homogenate, 4MU-glucoside fluorescence. Potency, µM (doses to about 59.4 µM), without a hit: top-dose activity change, negative = inhibition, usual class: inhibitors. 330,000 compounds, 0.092% hits;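 note: 0% = full enzyme activity and -100% = no enzyme basal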
# * = called active by the depositor; ? = inconclusive; . = not tested or not shown; & = joins results of further samples; [ ] = another dose, or the depositor's remark. Calls come from the whole dose curve; as a rule, active = well fitted curve in the direction sought with a large enough effect; inconclusive = small, poorly fitted or top-dose-only effect, or another doubt; inactive = no such curve, though single readings can be large; an effect the other way counts as inactive or inconclusive. Unless noted, % is set by controls: 0 for no effect and ±100 for the full control effect; potency is the fitted concentration of half-maximal effect. Not all compounds are listed; rates above refer to the full screens.
N370S GC mod | FEN1 inh | GCN5L2 inh | Structure
. | -3% | -5% | CC(C)c1ccccc1NC(=O)C(Cc1c[nH]c2ccccc12)NC(=O)OC(C)(C)C (stereo not given)
2% | -1% | -5% | CCCc1cc(=O)[nH]c(SC(CC)C(=O)Nc2ccccc2C#N)n1 (stereo not given)
-16% | -5% | -10% | Cc1nn(C)cc1S(=O)(=O)NC1CCCC1
8%&-6% | 2% | 1% | Cc1nn(-c2ccccc2)nc1CNC(=O)C(C)Cc1ccccc1 (stereo not given)
2% | 5% | -9% | O=C(CSc1ncccc1C(=O)O)NCCC1=CCCCC1
19% | 2% | -2% | O=C(COC(=O)[C@H](Cc1ccccc1)NC(=O)c1cccs1)Nc1cc(F)ccc1F
2% | -2% | -4% | COc1ccc(/C=N/OCC(=O)OCC(=O)N(C)c2ccccc2)cc1
. | 24% | -4% | Cc1ccc(/C=C/c2onc(C)c2S(=O)(=O)N2CCC(C(=O)NCc3ccc(Cl)cc3)CC2)cc1
2% | 11% | -6% | C=C(C)CSc1nc2c(c(=O)[nH]c(=O)n2C)n1CCC(C)C
-23% | -6% | -2% | Cc1cccnc1CN1CCN(Cc2nc(C(c3ccccc3)c3ccccc3)no2)CC1
-1% | 9% | -12% | CCCN1CCC2(CC1)C(C#N)=C(N)Oc1c2sc2nc(C)cc(C)c12
. | -3% | 0% | CC[C@@]1(C(=O)OC)N[C@H](CN(C)S(=O)(=O)c2ccc(OC(F)(F)F)cc2)[C@@H]2C(=O)N(C)C(=O)[C@@H]21
-11% | -3% | -7% | O=C(Nc1nnc(Cc2ccccc2)s1)Nc1ccccc1F
. | 11% | -20% | O=C(Nc1ccc2nc(SCCOc3ccccc3Cl)sc2c1)c1ccc2c(c1)OCO2
8% | -10% | 3% | COc1ccc(C2C3=C(CC(c4ccco4)CC3=O)Nc3ccccc3N2C(C)=O)cc1 (stereo not given)
1% | -9% | ? | Cc1cc2cc(CCNC(=O)c3ccc(S(=O)(=O)N4CCOCC4)cc3)c(=O)[nH]c2cc1C
-2% | -6% | -2% | O=C(Nc1ccccc1Br)C1CC(=O)N(c2ccc3c4c(cccc24)CC3)C1 (stereo not given)
-3% | 10% | 0% | O=C(COC(=O)c1ccccc1)Nc1ccccc1N1CCOCC1
27% | 14% | -12% | COc1cc(C)cc2oc(=O)c(CC(=O)N3CCN(C(=O)C4COc5ccccc5O4)CC3)c(C)c12 (stereo not given)
-14%&-24% | 9%&0% | -4%&5% | Clc1ccccc1-c1nc(-c2ccncc2)no1
. | 0% | 1% | CCc1nnc(SCc2nc(-c3ccccc3Cl)oc2C)c2cc3sc(C)cc3n12
5% | -4% | 17% | CCCS(=O)(=O)N1CCCC(C(=O)N2CCN(C(=O)OCC)CC2)C1 (stereo not given)
4% | ? | ? | N#C/C(=C\c1ccc(OCc2ccc(Cl)cc2)cc1)C(=O)Nc1cccc(C(=O)O)c1
3% | -4% | -7% | CC(=O)Cc1nsc(NC(=O)c2ccc(-c3ccc(Cl)c(C(F)(F)F)c3)o2)n1
. | -2% | -4% | N#Cc1cccc(NC(=O)CSc2nnc(C3CC3)n2C2CC2)c1
. | 3% | -1% | COc1ccc(C(=O)NCc2ccc3c(c2)CCN3C(=O)c2cccc(C)c2)cc1OC
-16% | -5% | -5% | CC1=NN2C(=N)/C(=C\c3cc(C)n(-c4cccc(C)c4)c3C)C(=O)N=C2S1
-6% | 2% | -7% | CCc1noc(C)c1C(=O)Nc1nc2ccc(S(C)(=O)=O)cc2s1
8% | -15% | -5% | CC1=CC(C)(C)n2c(O)c(N=NC(N)=S)c3cc(C)cc1c32
. | -15% | -8% | Cc1ccc(N(C(=O)c2cccc(C)c2)S(=O)(=O)c2ccc(Cl)cc2)cc1

# Reprinted at random: three entries already listed, in no set order.
N370S GC mod | FEN1 inh | GCN5L2 inh | Structure
. | -15% | -8% | Cc1ccc(N(C(=O)c2cccc(C)c2)S(=O)(=O)c2ccc(Cl)cc2)cc1
5% | -4% | 17% | CCCS(=O)(=O)N1CCCC(C(=O)N2CCN(C(=O)OCC)CC2)C1 (stereo not given)
1% | -9% | ? | Cc1cc2cc(CCNC(=O)c3ccc(S(=O)(=O)N4CCOCC4)cc3)c(=O)[nH]c2cc1C

# (cont.)
N370S GC mod | FEN1 inh | GCN5L2 inh | Structure
14% | 3% | -8% | C=CCn1cc(/C=N/N2C(=O)C3C4C=CC(C4)C3C2=O)c2ccccc21 (stereo not given)
0% | -19% | 0% | COc1ccc(C(=O)CC(c2ccccc2)C2C(=O)CCCC2=O)cc1 (stereo not given)
-12% | -2% | -14% | CCN(CC)c1ccc(NC(=O)c2nc3nc(C)cc(C(F)F)n3n2)cc1
1% | -10% | -5% | COc1ccc(C(=O)N/N=C(\C)CC(=O)Nc2ccc(N(C)C)cc2)c(OC)c1
-8% | 4% | -13% | O=C1NC(=O)c2cc(NC(=O)C3CCCO3)ccc21 (stereo not given)
-22% | 6% | 0% | CCCCOc1ccc(C2(C)CC(=O)NC2=O)cc1 (stereo not given)
-1% | -18% | -1% | Fc1ccc(-c2nnc(CSc3nnc(-c4cccs4)o3)o2)cc1
-13% | -18% | -11% | Cc1ccc(NC(=O)CN2C(=O)CSc3ccc(S(=O)(=O)N4CCCCC4)cc32)cc1
1% | -10% | 2% | Cc1nn(Cc2ccccc2)c(Cl)c1/C=C/C(=O)OCC(=O)NC(C)C(C)C (stereo not given)
4% | -9% | -9% | CCCCOc1ccc(C(=O)Nn2cnnc2)cc1
1% | -6% | ? | CCN(CC)C(=O)C1CCCN(c2ccc([N+](=O)[O-])cc2/C=N/NC(=O)c2ccc([N+](=O)[O-])cc2)C1 (stereo not given)
28% | 9% | 1% | O=C(NN=C1CCCCC1)c1ccccc1OCc1ccc(F)cc1
-5% | 3% | -3% | Cc1ccc2nc(-c3ccc(SCC(=O)Nc4cc(C)on4)nc3)[nH]c2c1
5% | 1% | -5% | CCOc1ccc2[nH]c(=O)c(CN(Cc3ccco3)C(=O)c3ccc(Br)cc3)cc2c1
-27% | 11% | 6% | COC(=O)c1ccc(C(=O)OC)c(NC(=O)CSc2cccc[n+]2[O-])c1

# 3 compounds already listed, sorted by number of heavy atoms, low to high:
N370S GC mod | FEN1 inh | GCN5L2 inh | Structure
-1% | -18% | -1% | Fc1ccc(-c2nnc(CSc3nnc(-c4cccs4)o3)o2)cc1
28% | 9% | 1% | O=C(NN=C1CCCCC1)c1ccccc1OCc1ccc(F)cc1
-5% | 3% | -3% | Cc1ccc2nc(-c3ccc(SCC(=O)Nc4cc(C)on4)nc3)[nH]c2c1

# Rewritten with each value named: part of the list above
CCCN1CCC2(CC1)C(C#N)=C(N)Oc1c2sc2nc(C)cc(C)c12
  N370S GC mod: -1%; FEN1 inh: 9%; GCN5L2 inh: -12%
Cc1nn(-c2ccccc2)nc1CNC(=O)C(C)Cc1ccccc1 (stereo not given)
  N370S GC mod: 8%&-6%; FEN1 inh: 2%; GCN5L2 inh: 1%
Cc1cccnc1CN1CCN(Cc2nc(C(c3ccccc3)c3ccccc3)no2)CC1
  N370S GC mod: -23%; FEN1 inh: -6%; GCN5L2 inh: -2%

# (continued)
N370S GC mod | FEN1 inh | GCN5L2 inh | Structure
. | 2% | -3% | O=C(NCC(c1cccnc1)N1CCN(Cc2ccccc2)CC1)C(=O)Nc1ccc(F)cc1 (stereo not given)
-1% | 4% | 0% | Cc1nnc(SCC(=O)NC2CC2)s1
-16% | 22% | 3% | Cc1cccc(NC(=O)CN2CCOCC2)c1C
. | 14% | 1% | Cc1cccc(NS(=O)(=O)c2cccc(C(=O)NCc3ccccc3CN3CCOCC3)c2)c1
14% | 4% | -4% | CCc1nc2ccc(C(=O)Nc3nnc(C)s3)cc2nc1CC
-17% | 45µM* | ? | CSc1nc(N(C)CCO)c2sc3nc(-c4ccco4)c4c(c3c2n1)CCC4
4% | 4% | 0% | OCC1(Cc2cccc(Cl)c2)CCCN(Cc2ccc3cc(F)ccc3n2)C1 (stereo not given)
-16% | -15% | 1% | CC(C)C[C@H](N)c1nnc(S(=O)(=O)Cc2cccc(F)c2)o1
-1% | -13% | -2% | O=C(CSc1nnc(NC(=O)c2cccc(F)c2)s1)NC1CC1
8% | 2% | -5% | COc1cc(OC)c(C(=O)CCC(=O)O)cc1OC
10% | 1% | -4% | COc1ccc(-c2nnc3ccc(SCC(=O)Nc4nc5ccc(C)cc5s4)nn23)cc1OC
7% | -8% | -4% | CCCC(=O)N=c1sc2cccc(F)c2n1C
? | -17% | -11% | COCCNC(=S)N(CCc1c(C)[nH]c2ccc(Cl)cc12)Cc1cccs1
-7% | 12% | -3% | COC(=O)CN1C(=O)COc2ccc(S(=O)(=O)NCc3ccc(F)cc3)cc21
0% | 6% | -4% | Cn1c(SCC(=O)NNC(=O)c2ccccc2O)nnc1-c1ccccc1
8% | -5% | -10% | COc1cc(-c2cc(C(F)(F)F)n3ncc(C(=O)O)c3n2)cc(OC)c1OC
. | -7% | 1% | Cc1ccccc1OCC(=O)Nc1ccccc1C(=O)OCc1cc(=O)n2nc(C3CC3)sc2n1
-16% | 10% | -4% | CCOC(=O)/C(C)=N/NC(=O)c1cccc([N+](=O)[O-])c1
3% | -13% | 0% | CCN(CC)S(=O)(=O)c1ccc(NC(=O)COC(=O)c2ccc(NC(=O)CC#N)cc2)cc1
-8% | -1% | -7% | CN1CCC=C(C(=O)N2c3ccccc3Sc3ccc(Cl)cc32)C1
3% | 7% | 9% | O=C1CN(C(=O)CSc2nnc3ccccn23)c2ccccc2N1
5% | 1% | -3% | O=C(O)c1ccccc1C(=O)c1cccs1
2% | -11% | -3% | O=C(Cc1ccccc1)Nc1cc(Cl)ccc1Sc1ccccc1
4% | -12% | -28% | CCCCS/C(N)=N/N=C/c1cc(C)ccc1O
. | -3% | -14% | CC1CCN(C(=O)Cn2ncc3c4ccccc4n(Cc4ccc(Cl)cc4)c3c2=O)CC1
-26% | -4% | -4% | CCc1cccc(NC(=O)CCNS(=O)(=O)c2ccc3[nH]c(=O)oc3c2)c1
0% | 5% | 1% | Cc1c(NS(=O)(=O)CC23CCC(CC2=O)C3(C)C)c(=O)n(-c2ccccc2)n1C (stereo not given)
1% | -1% | -8% | Cc1[nH]c(=S)sc1Cc1ccc(F)cc1
? | -1% | ? | Cc1cc(=O)oc2cc(NC(=O)c3ccccc3C(=O)O)ccc12
4% | 1% | 1% | Cc1cc(NC(=O)CSc2nnc(Nc3ccccc3F)s2)no1
-3% | 7% | -2% | Cc1cc(N2CCN(c3ccc(F)cc3)CC2)n2ncnc2n1
-2% | -16% | -1% | Cc1ccccc1C(=O)NC(C)C1CC2CCC1C2 (stereo not given)
8% | -11% | -1% | Cc1ccc(NCCC(=O)c2cccs2)cc1C
-6% | -3% | -26% | O=C(CCc1ccccc1)Nc1cc2c3c(c1)CC(=O)N3CCC2
-2% | -5% | 2% | CCN1CCN(c2ccc(S(=O)(=O)N3CCOCC3)cc2NC(=O)c2ccccc2SC)CC1
8% | 20% | 0% | COc1ccc(NC(=O)C(=S)NC2CCCCC2)cc1
-2% | -11% | -8% | CCc1ccc(S(=O)(=O)Nc2ccccn2)cc1
8% | 2% | -7% | Nc1nonc1-c1noc(COc2ccccc2Cl)n1
4% | -3% | -8% | Cc1cc(OCC(=O)Nc2cc(C(C)(C)C)on2)ccc1[N+](=O)[O-]
16% | 1% | 2% | CC(OC(=O)C1COc2ccccc2O1)C(=O)N(C)c1ccccc1 (stereo not given)
-11% | -3% | -4% | COc1ccc(C(=O)CSc2nnc(Cc3ccccc3)o2)cc1
7% | 3% | 0% | Cc1nccn1CC(=O)O
0% | -2% | -5% | CCC(C)NC(=O)C1CCN(C(=O)N(C)C)CC1 (stereo not given)
-10% | -8% | -2% | CC(C)=C1C(=O)NN(c2cccc(Cl)c2)C1=O
-4% | -6% | -4%[0.501 µM] | O=C(NC1CCCCC1)C1CC(=O)N(CCc2ccccc2)C1 (stereo not given)
-2% | -12% | -9% | CC(C)CCn1c(SCC(=O)Nc2ccccc2C(F)(F)F)nc2nccnc2c1=O
-2%[2.35 µM] | 6% | -3% | CCOc1ccc(-c2nc(N)nc(C)c2-c2ccc(OC)c(OC)c2)c(O)c1
3% | -5% | -3% | CCCCOCCCNC(=O)N[C@H](C(=O)O)C(C)CC (stereo not given in full)
0% | -1% | -3% | O=C(N1CCCCC1)N1CCN(S(=O)(=O)c2ccccc2)CC1
. | 9% | -21% | Cc1ccc(S(=O)(=O)NCCCNS(=O)(=O)c2ccc(C)cc2)cc1
6% | -1% | -9% | COc1ccc(OC)c(N(CC(=O)NCCSC2CCCCC2)S(=O)(=O)c2ccccc2)c1
-5% | 4% | ? | Cc1nc2sccn2c(=O)c1S(=O)(=O)N1CCN(c2cccc(Cl)c2)CC1
-21% | -4% | -3% | CN(C(=O)COc1ccccc1C(=O)NCc1ccccc1)C1CCS(=O)(=O)C1 (stereo not given)
1% | 6% | -7% | O=C(CSCC(=O)N1CCOCC1)Nc1nc(-c2ccccc2)cs1
0% | -7% | 2% | CC(C)(C)NC(=O)CN(Cc1cccs1)C(=O)CCN1CCc2ccccc21
-9% | -8% | -4% | COc1cc(/C=C2/C(=N)N3N=C(CC(=O)N4CCOCC4)SC3=NC2=O)ccc1OC(C)c1ccccc1 (stereo not given)
-4% | -9% | -3% | CCOC(=O)N1CN(C(=O)OCC)CN(C(=O)OCC)C1

# From PubChem
